Compound activity deposited in PubChem by Sanford-Burnham Center for Chemical Genomics.
SUMO1-SIM PPI: alters human SUMO1 binding to SIM partners; P63165; SUMO1 binding to a labelled peptide, TR-FRET, 1 h; inhibition, % at 20 µM; 360,000 tested, 0.33% active; AID 602429; in the data active = inhibition above about 37%
MT1-MMP act inh: inhibitors of human MT1-MMP activation; HT1080 RFP-PRO-GFP cells, GFP/RFP ratio fluorescence, overnight; percent of plate control window, DMSO zero; GFP/RFP ratio change, % at 20 µM; 360,000 tested, 0.061% active; AID 651647;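 active = GFP/RFP ratio change of at least 30% with cell ATP level not reduced by more than half and red fluorescence within 50% of control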; note: strong numbers were not always called active
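Test system: HT1080 cells expressing an RFP-PRO-GFP fluorescent reporter construct / Compound dosing: single-point 20 µM compound, 1% DMSO / Schedule: cells overnight before dosing, compound overnight, 37 °C, 5% CO2 / Evaluation: GFP/RFP fluorescence ratio / Control set: DMSO and RFP-L50D-GFP cell wells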
Scp-1 inhibitor: Scp-1 (human) phosphatase inhibition. Q9GZU7. inhibition, % at 20 µM. 340,000 tested, 0.88% active. Recombinant Scp1, phosphopeptide, malachite green phosphate absorbance;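 active = inhibition above about 50% at 20 µM, limit read from the data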;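 note: plate controls were DMSO wells with enzyme for no effect and wells lacking enzyme for full effect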
Target sequence (Q9GZU7 76-261 limits assumed): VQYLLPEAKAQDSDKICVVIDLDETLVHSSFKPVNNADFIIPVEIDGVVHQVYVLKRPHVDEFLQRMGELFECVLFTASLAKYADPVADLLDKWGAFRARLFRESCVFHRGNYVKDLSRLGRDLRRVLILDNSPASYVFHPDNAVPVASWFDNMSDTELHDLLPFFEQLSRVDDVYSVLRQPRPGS
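assay system = SCP-1 phosphatase catalytic domain, residues 76-261 | buffer or medium = 50 mM Tris acetate pH 5.5, 0.005% Tween-20, 10 mM MgCl2 | incubation = enzyme reaction 45 min at room temperature, colour 5 min, stabilisation 30 min | signal = Phosphate-binding colour reagent, absorbance read at 630 nm | measure = % inhibition at 20 µM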
STEP block: blocks human striatal-enriched tyrosine phosphatase; P54829; recombinant STEP, OMFP fluorogenic substrate, fluorescence; inhibition, % at 20 µM; 360,000 tested, 0.25% active; AID 588621;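 active = inhibition at 20 µM, scaled per plate between control wells, above about 37%, limit read from the data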;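 note: 0% = DMSO with enzyme and substrate and 100% = substrate only without enzyme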
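Assay system: isolated STEP enzyme. Buffer or medium: pH 6.0 Bis-Tris with DTT and Tween 20. Also added: fluorogenic phosphatase substrate OMFP at 25 µM final. Dosing: 20 µM, 1% DMSO. Timing: 20 min reaction, room temperature, in the dark. Measured by: fluorescence intensity, excitation 480 nm, emission 540 nm. Evaluation: normalized % inhibition.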
DNMT1 block: inhibitors of human DNMT1. P26358. DNMT1 molecular beacon, Hinp1I cleavage, fluorescence. inhibition (reported as % activation of signal), % at 10 µM. 360,000 tested, 0.83% active. AID 588458; in the data active = inhibition above about 50%
NadD block: blocks S. aureus nicotinate mononucleotide adenylyltransferase; purified NadD enzyme, colorimetric absorbance read-out; inhibition, % at 20 µM; 360,000 tested, 0.78% active; AID 602399; in the data active = inhibition above about 26%; note: some compounds past the cut are filed as inactive
NRP1-CendR mod: modulators of CendR peptide binding to human neuropilin-1; O14786; FAM-RPARPAR peptide binding to NRP-1, fluorescence polarization; inhibition, % at 25 µM; 360,000 tested, 0.85% active; AID 602438;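 active = inhibition or corrected inhibition above about 18%, plus a signal ratio from 0.5 to 1.5, limit read from the data, passing the limit was not always enough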; note: strong numbers were not always called active
Target sequence (O14786 whole entry, looked up): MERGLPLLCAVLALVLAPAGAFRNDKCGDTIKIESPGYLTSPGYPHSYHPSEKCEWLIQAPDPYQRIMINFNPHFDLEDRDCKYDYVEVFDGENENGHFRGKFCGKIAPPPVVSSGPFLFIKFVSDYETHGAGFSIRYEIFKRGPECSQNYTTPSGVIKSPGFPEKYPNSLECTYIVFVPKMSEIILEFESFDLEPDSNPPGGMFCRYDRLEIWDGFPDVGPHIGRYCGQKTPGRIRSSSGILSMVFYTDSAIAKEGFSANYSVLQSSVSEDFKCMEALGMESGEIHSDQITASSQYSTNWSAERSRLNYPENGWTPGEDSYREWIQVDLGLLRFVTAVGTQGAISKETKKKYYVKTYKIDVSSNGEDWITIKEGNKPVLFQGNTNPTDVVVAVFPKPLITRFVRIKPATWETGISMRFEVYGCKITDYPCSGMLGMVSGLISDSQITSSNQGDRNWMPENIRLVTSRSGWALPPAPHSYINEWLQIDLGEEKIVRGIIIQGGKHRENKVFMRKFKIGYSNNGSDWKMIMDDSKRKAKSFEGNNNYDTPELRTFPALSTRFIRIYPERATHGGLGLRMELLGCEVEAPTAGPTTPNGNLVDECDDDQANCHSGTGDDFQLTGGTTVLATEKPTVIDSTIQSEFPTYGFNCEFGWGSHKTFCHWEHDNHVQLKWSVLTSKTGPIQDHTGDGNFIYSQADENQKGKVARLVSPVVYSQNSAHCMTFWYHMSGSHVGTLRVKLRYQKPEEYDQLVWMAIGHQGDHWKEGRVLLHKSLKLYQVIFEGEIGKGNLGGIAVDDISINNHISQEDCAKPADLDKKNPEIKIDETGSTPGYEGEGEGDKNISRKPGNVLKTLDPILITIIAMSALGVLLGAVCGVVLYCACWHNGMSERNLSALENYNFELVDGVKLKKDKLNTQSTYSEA
LMPTP inh: LMPTP (human) inhibition | recombinant LMPTP-A, OMFP fluorogenic substrate, fluorescence intensity | inhibition, % at 20 µM | 360,000 tested, 0.22% active | AID 651560;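 active = compounds that cut the enzyme signal by at least half of the control window in the single-dose screen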;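 note: plate controls were DMSO wells with enzyme plus substrate for no effect and substrate without enzyme for full effect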
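Material: LMPTP-A; amount: 0.625 nM enzyme; doses: single 20 µM dose; times: reaction 50 min, room temperature, dark; technique: fluorescence intensity of OMFP turnover product; benchmarks: no-enzyme and uninhibited controls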
SKN-1 inh: inhibitors of C. elegans SKN-1; 360,000 tested, 0.49% active; C. elegans VP596 Pgst-4::GFP/RFP ratio, acrylamide-induced, 24 h; inhibition, % at 21.8 µM;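 active = interference check ratio from 0.5 to 1.5 plus GFP to RFP signal ratio inhibition reaching or exceeding a fixed threshold, cut at about 30% in these data, passing the limit was not always enough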; note: some compounds called inactive have numbers as strong as hits
Rpn11 inh: blocks the human proteasome subunit Rpn11; AID 588493; 360,000 tested, 0.59% active; calls only at 20 µM; human 26S proteasome, Ub4-pepOG fluorescence polarization; 20S core pre-blocked with epoxomicin; O00487;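 active = inhibition at 20 µM, scaled to each plate's controls, above about 33%, limit read from the data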
* hit, by the source's call; i = inactive; . = no result given; + = active, no number.

SMILES	SUMO1-SIM PPI	MT1-MMP act inh	Scp-1 inhibitor	STEP block	DNMT1 block	NadD block	NRP1-CendR mod	LMPTP inh	SKN-1 inh	Rpn11 inh
CCOC(=O)c1sc(NC(=O)CSc2nc(O)c(Cc3ccccc3)c(=O)[nH]2)nc1C	11	0	-14	2	-2	-7	-13	0.2	13	i
Cc1nnc(SCC(=O)OC2CC(C)CCC2C(C)C)[nH]c1=O (configuration not stated)	4	-4	0	5	9	-3	5	-0.9	-19	i
Fc1cccc(Cc2c(-c3ccccc3)nc3ccc(Cl)cn23)c1	6	-5	.	0	3	4	-19	2.4	9	i
CCc1cccc(CC)c1NC(=O)COn1nnc2ccc(C(F)(F)F)cc21	0	-1	11	2	3	-1	-8	0.1	10	i
Cc1cccc(N(CC(=O)NC2CCCCC2)C(=O)CCCC(=O)Nc2ccccn2)c1C	5	0	-1	-1	3	-1	2	-0.8	12	i
O=S(=O)(NCc1cccnc1)c1ccc2ccccc2c1	-2	1	-4	2	1	4	9	-1.4	12	i
Cc1ccc2c(c1)C(=O)C(=O)N2CCCOc1ccccc1C	-25	-2	-5	0	4	-8	-6	2.9	-4	i
CN(C)C(C(=O)Nc1cc(Cl)cc(Cl)c1)c1ccccc1 (configuration not stated)	2	-1	-1	-2	0	-2	11	-0.5	-1	i
CN(Cc1nccs1)C(=O)c1cc(COc2cccc3cnccc23)on1	-14	1	-7	0	-1	2	-4	0.4	1	i
CCS(=O)(=O)C(C)(CCl)C(=O)Nc1ccc(C(=O)OC)cc1 (configuration not stated)	-1	0	-9	3	-5	0	5	-2.7	3	i
CS(=O)(=O)N1CCN(c2ccc(NC(=O)c3ccc(-c4ccc(Cl)cc4)o3)cc2)CC1	2	3	-2	-2	7	3	2	-1.1	0	i
COc1ccc(/C=C2\SC(=N)N(c3ccc(F)cc3)C2=O)cc1	3	4	24	9	59*	7	-6	19	-1	i
O=C(NCc1cccs1)C1CCC(CNS(=O)(=O)c2cccs2)CC1 (configuration not stated)	-2	-1	-8	-4	-2	-5	9	-1.8	-24	i
CCOc1ccccc1NC(=O)CSc1nnc(-c2ccncc2)o1	0	-2	-7	3	-1	-4	13	-1.6	-1	i
CC(C)(C)c1ccc(-n2nc(C#N)c(Cl)cc2=O)cc1	-14	-5	-10	3	25	-3	6	3.2	10	i
CCC(=O)Nc1ccc(NC(=O)/C=C/c2ccc(Cl)cc2)cc1	0	-1	-2	1	4	-1	2	1.8	-2	i
CN(CC(=O)Nc1ccccc1Sc1ccccc1)C1CCCCC1	17	1	5	2	4	6	10	0.2	2	i
COc1ccc(NS(=O)(=O)c2ccc(N3CCCCC3)c(NC(=O)C(C)NC(N)=O)c2)cc1 (configuration not stated)	7	2	3	3	-8	1	5	0.3	17	i
O=C(CCCn1c(=O)[nH]c2ccccc2c1=O)NC1CCCCCC1	2	11	-5	-3	2	-7	10	-1.1	-12	i
O=C(Nc1nnc(C23CC4CC(CC(C4)C2)C3)s1)c1ccco1	-1	-6	-3	-2	-2	2	2	-0.4	26	i
COc1ccc(-c2ccc(C3C(C#N)=C(N)Oc4n[nH]c(C)c43)o2)cc1 (configuration not stated)	-13	-20	-5	-10	-16	15	-199	2.9	23	+
CCSc1nnc(NC(NC(C)=O)(C(F)(F)F)C(F)(F)F)s1	7	-1	-2	-1	2	-1	0	-1.5	-10	i
O=C(COC(=O)COc1cccc(Br)c1)Nc1ccc(F)cc1F	-2	0	-8	-3	0	-3	5	0.0	15	i
CCc1nc2ccc(C(=O)NCc3ccc4c(c3)OCO4)cn2c1N(CC)CCN(C)C	4	-9	.	2	-2	6	5	-0.9	-6	i
CC(=C/C(=O)O)/C=C/c1ccc([N+](=O)[O-])cc1	-15	-7	-9	4	0	2	-14	0.0	-3	i
O=C(Nc1cccc(Cl)c1)N(CCN1CCOCC1)Cc1ccccc1F	5	9	0	-1	1	0	15	0.1	-8	i
Cc1sc(NC(=O)c2ccco2)c(C(c2cccnc2)N2CCN(C)CC2)c1C (configuration not stated)	-1	1	-4	-1	-5	2	6	-1.6	17	i
COc1ccccc1NC(=O)CC(NC1CCCCC1)C(=O)O (configuration not stated)	1	2	-9	-1	3	-7	5	-1.2	-7	i
COc1ccc(NC(=O)CSc2nnc(-c3ccccc3C)n2N)cc1OC	3	-3	-11	-2	3	-5	-8	-0.2	2	i
COc1ccccc1OC(C)C(=O)N1CCc2ccccc21 (configuration not stated)	11	2	1	-2	4	-5	-10	-1.0	20	i
CCOC(=O)c1csc(-c2ccc(OC)c(OC)c2)n1	-5	5	3	0	-1	-3	-3	-1.2	-12	i
OC(COc1ccccc1)Cn1c2ccccc2c2ccccc21 (configuration not stated)	1	1	-9	-2	-1	-11	-6	2.0	2	i
Cn1ncc(Br)c1NC(=O)Nc1ccc(Cl)cc1	-3	0	-14	1	-1	-7	0	-0.7	17	i
CCN1C(=O)C2C(c3ccccc3F)NC(Cc3ccc(O)cc3)(C(=O)OC)C2C1=O (configuration not stated)	3	-3	0	0	3	1	-10	-2.6	37*	i
COc1cccc(NC(=O)Cn2nnc(C(=O)Nc3ccccc3)c2N)c1	-1	3	-8	2	-5	-1	5	0.0	2	i
COC(=O)c1c(NC(=O)c2ccccc2C(=O)O)sc2c1CCCC2	2	1	.	1	3	-5	8	-1.2	-7	i

Entries of single compounds from above. Screens in order: SUMO1-SIM PPI	MT1-MMP act inh	Scp-1 inhibitor	STEP block	DNMT1 block	NadD block	NRP1-CendR mod	LMPTP inh	SKN-1 inh	Rpn11 inh
`CC(=C/C(=O)O)/C=C/c1ccc([N+](=O)[O-])cc1` is entered as -15	-7	-9	4	0	2	-14	0.0	-3	i
`Cc1sc(NC(=O)c2ccco2)c(C(c2cccnc2)N2CCN(C)CC2)c1C` (configuration not stated) is entered as -1	1	-4	-1	-5	2	6	-1.6	17	i

Further structures follow:
SMILES	SUMO1-SIM PPI	MT1-MMP act inh	Scp-1 inhibitor	STEP block	DNMT1 block	NadD block	NRP1-CendR mod	LMPTP inh	SKN-1 inh	Rpn11 inh
CCCCCCC1CC(C)(C(=O)CNc2nncs2)OC1=O (configuration not stated)	0	3	-5	4	1	-3	0	0.6	-5	i
O=C(CN1C2=NCCCN2c2ccccc21)c1ccc([N+](=O)[O-])cc1	-32	-1	-7	1	4	-3	0	-0.4	7	i
CCCCOC(=O)C1Cc2ccccc2C(=O)O1 (configuration not stated)	-2	0	-6	-5	-3	3	8	-1.8	-2	i
Cc1ccc2c(c1)c(C1=c3ccccc3=NC1=O)c(O)n2C	-7	-3	-1	1	-8	-1	12	-0.6	-8	i
O=C(Nc1ccc2nsnc2c1)C1CC1	-23	-3	3	0	-1	1	20	0.0	-2	i
C/C(CCc1ccccc1)=N/NC(=O)C(=O)NC(C)c1ccccc1 (configuration not stated)	3	4	-6	-2	0	2	8	0.2	2	i
CCN1C(=O)[C@H]2[C@@H](c3ccc(OC)cc3)N3C(=O)CN(CC4CC4)C(=O)[C@@]3(C)[C@H]2C1=O	3	0	-4	-1	5	-3	8	-2.4	7	i
COc1ccc(C2=NS(=O)(=O)N(C)C(C(=O)Nc3cc(C)ccc3O)=C2)cc1OC	-23	-2	-11	0	-6	-2	10	0.7	-3	i
CCc1c(C)nc2c(OC)cccc2c1SCCC(=O)O	0	1	-5	-4	4	0	-2	-1.2	-3	i
CCOC(=O)C1(CCOc2ccccc2)CCN(Cc2cc(OC)c(O)c(OC)c2)CC1	6	-2	-11	2	4	1	8	0.1	2	i
Cc1ccc(C(O)c2ncc(-c3cccc(C(F)(F)F)c3)[nH]2)c(C)c1 (configuration not stated)	3	6	.	0	3	0	2	-0.1	8	i
COc1ccccc1/C=C/C=C1N=C(/C=C/c2ccc(Cl)cc2)OC/1=O	-2	11	-7	4	10	32*	-90	0.2	10	+

4 compounds out of the list, ordered by length of the SMILES, falling.
SMILES	SUMO1-SIM PPI	MT1-MMP act inh	Scp-1 inhibitor	STEP block	DNMT1 block	NadD block	NRP1-CendR mod	LMPTP inh	SKN-1 inh	Rpn11 inh
Cc1ccc(C(O)c2ncc(-c3cccc(C(F)(F)F)c3)[nH]2)c(C)c1 (configuration not stated)	3	6	.	0	3	0	2	-0.1	8	i
COc1ccccc1/C=C/C=C1N=C(/C=C/c2ccc(Cl)cc2)OC/1=O	-2	11	-7	4	10	32*	-90	0.2	10	+
C/C(CCc1ccccc1)=N/NC(=O)C(=O)NC(C)c1ccccc1 (configuration not stated)	3	4	-6	-2	0	2	8	0.2	2	i
O=C(Nc1ccc2nsnc2c1)C1CC1	-23	-3	3	0	-1	1	20	0.0	-2	i

(continued)
SMILES	SUMO1-SIM PPI	MT1-MMP act inh	Scp-1 inhibitor	STEP block	DNMT1 block	NadD block	NRP1-CendR mod	LMPTP inh	SKN-1 inh	Rpn11 inh
Cc1ccc(C)c(C(C)NC(=O)c2ccc(Br)o2)c1 (configuration not stated)	-1	4	3	-3	2	-3	8	-1.0	1	i
Cc1cc(Br)ccc1NC(=O)c1cnc(N2CCN(c3ccccn3)CC2)c2ccccc12	3	-11	1	1	-7	17	-3	5.9	16	i
Cc1ccc(-c2nn(-c3ccccc3)cc2/C=N/NC(=O)c2ccc3c(c2)OCO3)cc1	-1	7	-12	1	-1	13	11	0.9	11	i
CCc1ccccc1NC(=O)CN(C)C(=O)COC(=O)c1ccco1	2	-1	-5	-2	3	1	6	-0.8	6	i
c1ccc(CN2CCN(C3CCCSc4ccccc43)CC2)cc1 (configuration not stated)	4	5	-9	-2	12	-7	1	-1.8	-23	i
Cn1cnc2c1c(=O)n(Cc1ccccc1C#N)c(=O)n2C	-3	1	1	-3	1	-5	4	-0.5	1	i
CCOC1(OCC)N=C(N)C2(C#N)C(c3ccc(NC(C)=O)cc3)C12C#N (configuration not stated)	1	0	6	1	-2	-3	-12	0.4	-3	i
O=C(C1CCN(S(=O)(=O)c2ccccc2)CC1)N1CCC1	2	2	-9	-4	6	5	16	-1.3	-7	i
COc1ccccc1/C=C/C(=O)Nc1cccc(S(=O)(=O)NC2=NCCCCC2)c1	1	1	-6	1	-4	-2	0	1.0	2	i
CC(C)(C)c1[nH]c2ccccc2c1/C=N/O	1	2	6	1	4	7	4	-0.9	-5	i
CCCCOc1ccc(C(=O)NCC(=O)N2CCN(C/C=C/c3ccccc3)CC2)cc1	-3	0	.	-1	-4	3	-9	-0.6	17	i
Cc1cccc(NC(=O)c2cc(=O)n(Cc3ccccc3)c(=O)[nH]2)c1	1	1	-10	-2	-1	0	-6	-1.9	10	i
O=C1Cc2ccccc2Sc2cc(OCCCN3CCCCC3)ccc21	-1	4	-4	1	-2	-8	-5	0.4	5	i
CN(C)CCN(Cc1ccccc1)c1nccc(N(C)C)c1C#N	2	-5	-10	-2	3	-1	-2	-2.8	10	i
CC(=O)N/C(=C/c1ccc(OS(=O)(=O)c2ccc(C)cc2)cc1)C(=O)NCCCO	-9	-2	-7	-3	-3	-6	5	-0.2	-11	i
